Casp1 inh = blocks human caspase-1 allosterically or competitively; hit rate 0.03% among 75,000; Caspase-1 enzyme, Ac-WEHD-AFC fluorogenic rate; AID 900; Potency, µM (series often up to 57.5 µM), inactives show at the highest dose activity change, negative = inhibition, hits mostly inhibitors; P29466;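 further: potency means the concentration at half of the fitted maximal effect; plate controls were vehicle for no effect and no substrate for full effect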
ERK AVP inh = blocks ERK signaling stimulated by vasopressin. HEK293-V1b, vasopressin-stimulated pERK AlphaScreen. Potency, µM (titrated, usually from 57.5 µM), without a hit: at the top dose activity, negative = inhibition, most hits filed as inhibitors. hit rate 0.99% among 72,000; further: potency means the concentration at half of the fitted maximal effect; on the % scale 0 is the no-effect control and ±100 the full control effect; nearly all actives have a fitted effect of over 55% in size
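HEK293 cells stably expressing V1b receptor, preincubated 30 min at 37 °C with compound, then stimulated 5 min with 25 nM vasopressin. Phospho-ERK by AlphaScreen SureFire after 5 h RT; normalized to DMSO and vasopressin; AC50 by Hill fit.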
USP2a inh = USP2a (human) protease inhibition | USP2a enzymatic assay, qHTS inhibition | Potency, µM (series often up to 38.3 µM), for the others: top-dose activity change, negative = inhibition, usual class: inhibitors | O75604 | AID 927 | hit rate 0.1% among 60,000;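 further: potency means the concentration at half of the fitted maximal effect; nearly all actives have a fitted effect of over 60% in size; plate controls were DMSO for no effect and NEM full inhibition control for full effect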
Target sequence (O75604 whole entry, looked up): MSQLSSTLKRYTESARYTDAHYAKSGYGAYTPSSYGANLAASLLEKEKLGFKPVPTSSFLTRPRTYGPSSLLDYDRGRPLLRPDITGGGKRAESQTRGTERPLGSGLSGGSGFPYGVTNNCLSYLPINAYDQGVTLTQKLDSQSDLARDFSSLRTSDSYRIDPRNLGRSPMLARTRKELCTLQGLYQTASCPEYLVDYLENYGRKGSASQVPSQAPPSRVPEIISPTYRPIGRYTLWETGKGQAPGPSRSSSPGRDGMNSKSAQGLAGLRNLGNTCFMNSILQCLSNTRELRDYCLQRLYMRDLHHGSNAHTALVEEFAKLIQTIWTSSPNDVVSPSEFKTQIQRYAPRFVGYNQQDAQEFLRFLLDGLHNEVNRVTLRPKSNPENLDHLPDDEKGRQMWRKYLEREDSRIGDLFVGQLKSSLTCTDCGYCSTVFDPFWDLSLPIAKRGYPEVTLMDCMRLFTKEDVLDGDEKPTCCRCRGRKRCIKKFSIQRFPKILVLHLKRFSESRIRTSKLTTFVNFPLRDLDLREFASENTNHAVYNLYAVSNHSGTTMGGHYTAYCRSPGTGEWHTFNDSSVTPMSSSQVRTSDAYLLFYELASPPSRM
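20 nM USP2 core + cpd, 30 min RT; add 20 nM Ub-PLA2/20 uM NBD C6-HPC; read Ex460/Em535 at 0 h and 2.5 h. Normalized to NEM; qHTS curve fit/classification.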
BRCT inh red = disrupts BRCA1 BRCT binding to phosphoprotein, red fluorophore readout. P38398. BRCT-phosphopeptide binding, red fluorescence polarization. Potency, µM (series often up to 76.9 µM), for inactives: at the highest dose activity change, negative = inhibition, hits mostly inhibitors. hit rate 0.03% among 75,000. AID 892; further: on the % scale 0 is the no-effect control and ±100 the full control effect
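Fluorescence polarization: 100 nM His-tagged BRCA1 BRCT with 100 nM TAMRA-labelled phospho-BACH1 decapeptide, phosphate buffer pH 7.3 with 150 mM NaCl, DTT, 0.01% Tween 20; 12 min RT. Binding inhibition seen as FP decrease.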
Tau fil binding = binders of human tau filaments; recombinant tau filaments, thioflavin S fluorescence, 15 h; filaments grown with octadecylsulfate alongside compound; Potency, µM (series often up to 57.1 µM), for inactives: top-dose activity change, negative = inhibition; hit rate 2% among 71,000; AID 596;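 further: potency means the concentration at half of the fitted maximal effect; on the % scale 0 is the no-effect control and ±100 the full control effect; actives lower thioflavin S fluorescence by blocking filaments or displacing dye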
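His-tagged recombinant human tau (exons 2, 3 and 10 included), 1 uM, was induced to fibrillize by 30 uM sodium octadecylsulfate with compound present. After 15 h at 37 C, thioflavine S fluorescence (ex 450, em 510 nm) was read.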
CRE Fsk mod = modulators of forskolin-stimulated CRE signaling in CHO cells; CHO CRE-bla reporter (cAMP response element driving beta-lactamase), forskolin EC10, beta-lactamase ratio; Potency, µM (top dose mostly 38.2 µM), for inactives: at the top dose activity change, negative = inhibition, actives largely listed as activators; hit rate 2.5% among 71,000; AID 662; active means well fitted activation curve with a large enough effect in the signal ratio, with a control signal flat, not every such curve was filed as active; inconclusive means small, poorly fitted or top-dose-only effect, or effect the other way, or a change in a side signal; the % refers to the signal ratio; further: potency means the concentration at half of the fitted maximal effect; % of control where 0% means no effect
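Modulation of forskolin signalling: compounds in titration series added with EC10 NKH 477 to CHO cells carrying a CRE-driven beta-lactamase reporter, 3 h, 37C. CCF4 FRET ratio (460/530 nm, ex 405 nm) gives %activity and AC50.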
FLuc inh = blocks Photinus pyralis firefly luciferase activity | Potency, µM (top dose mostly 57.1 µM), for inactives: at the top dose activity change, negative = inhibition, actives largely listed as inhibitors | purified firefly luciferase, luminescence, 8 min | AID 411 | hit rate 2.2% among 72,000; further: potency means the concentration at half of the fitted maximal effect; on the % scale 0 is the no-effect control and ±100 the full control effect; nearly all actives have a fitted effect of over 40% in size
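Luminescence read-out after 8 min at room temperature; enzyme reaction used luciferin plus 10 uM ATP (linear range) in imidazole buffer pH 7.2 with KCl, MgCl2, Tween 20 and BSA. Each sample was run as a titration.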
BRCT PPI green = blocks human BRCA1 BRCT binding to phosphopeptide, green readout; BRCA1 BRCT-phosphopeptide binding, green fluorescence polarization; Potency, µM (titrated, usually from 76.9 µM), inactives show at the highest dose activity change, negative = inhibition, hits mostly inhibitors; hit rate 0.05% among 75,000; AID 875;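 further: potency means the concentration at half of the fitted maximal effect; plate controls were peptide without protein for full effect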
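Compounds were incubated for 12 min at room temperature with a complex of 100 nM fluorescein-tagged pBACH1 decapeptide and 250 nM His-tagged BRCT protein. Buffer was phosphate pH 7.3 with EDTA, DTT and Tween 20. Disruption of binding lowers the polarization signal.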
Casp7 inh = blocks human caspase-7 allosterically or competitively. P55210. recombinant caspase-7, Ac-DEVD-AFC fluorescence rate. Potency, µM (doses to about 57.5 µM), for inactives: at the top dose activity change, negative = inhibition, hits mostly inhibitors. hit rate 0.02% among 75,000; active means well fitted inhibition curve with a large enough effect in the main read-out, with a control signal flat, not every such curve was filed as active; inconclusive means small, poorly fitted or top-dose-only effect, or a change in a side signal; further: potency means the concentration at half of the fitted maximal effect; % of control where 0% means no effect
Target sequence (P55210 24-198 limits assumed): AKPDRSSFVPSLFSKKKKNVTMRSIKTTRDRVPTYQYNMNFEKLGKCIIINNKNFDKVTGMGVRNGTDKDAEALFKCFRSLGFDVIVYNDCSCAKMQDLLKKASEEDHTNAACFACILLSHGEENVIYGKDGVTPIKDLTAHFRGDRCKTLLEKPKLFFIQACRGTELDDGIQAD
Target sequence (P55210 207-303 limits assumed): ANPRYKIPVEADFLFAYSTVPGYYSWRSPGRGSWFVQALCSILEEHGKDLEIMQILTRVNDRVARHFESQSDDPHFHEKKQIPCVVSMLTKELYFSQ
A350 autofl = A350 region autofluorescence | max dye-equivalent concentration, M | Compound autofluorescence, 340/450 nm, Alexa 350 dye-equivalents; hits give high values | hit rate 11% among 59,000 | AID 590; in the data active means max dye-equivalent concentration above about 10 nM; inconclusive means mostly about 1.1 nM to 9.6 nM
HEK293 cAMP ctrl = raises cAMP in parental HEK293 cells, TSHR agonist counter-screen; parental HEK293 CNG cAMP sensor, membrane potential fluorescence; Potency, µM (doses to about 57.1 µM), without a hit: top-dose activation, actives largely listed as activators; hit rate 2.5% among 73,000; further: potency means the concentration at half of the fitted maximal effect; % of control where 0% means no effect; nearly all actives have a fitted effect of over 55% in size
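Parental HEK 293 cells stably expressing a cAMP-gated CNG channel were loaded with membrane potential dye containing 100 uM RO 20-1724 for 60 min. Compound added for 30 min; depolarization read as fluorescence intensity at 590 nm.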
Active calls of the source: *; i = inactive; ? = inconclusive; . = no result given; & = joins results of further samples; [ ] = another dose, or the depositor's remark. Unless noted, the call rests on the fitted dose curve; in most records, active means well fitted curve in the direction sought with a large enough effect; inconclusive means small, poorly fitted or top-dose-only effect, or another doubt; inactive means no such curve, though single readings can be large; an effect the other way counts as inactive or inconclusive.

SMILES,CRE Fsk mod,Tau fil binding,USP2a inh,Casp1 inh,ERK AVP inh,HEK293 cAMP ctrl,BRCT inh red,A350 autofl,FLuc inh,Casp7 inh,BRCT PPI green
O=C(NCc1ccccn1)c1cc2ccccn2n1,-4%,-14%,.,-3%,-12%,-3%,0.1%,.,-3%,-1%,-3.6%
CC(C)c1nc(N2CCCC2)c(C#N)c2c1CCCC2,?,-8%,-19%,1%,103%[activator],6%,-1.0%,3.2e-07M*,0%,-2%,2.2%
O=C1C2CCCN2C(c2ccccc2)N1c1ccc(Cl)cc1 (stereo unspecified),?,-4%,11%,-1%,22%,9%,0.1%,i,1%,0%,0.3%
N#CCCSCc1ccc(C(=O)O)o1,?,0%,-1%,1%,-1%,-1%,0.5%,i,1%,-2%,-0.8%
COc1ccc(Cl)cc1S(=O)(=O)N1CCN(C)CC1,-5%,-21%,.,1%,-2%,4%,-0.3%,.,3%,-1%,-0.3%
Cc1csc(SCC(=O)N2CCCC2)n1,0%,6%,-2%,1%,1%,3%,0.3%,i,2%,2%,1.4%
COc1ccc(-c2noc(CCC(=O)Nc3cc(Cl)c(OC)cc3OC)n2)cc1,?,76%,12%,-2%,-14%,9%,-1.6%,i,16µM*,-2%,-1.1%
CCOC(=O)C1=C(C)NC(=O)NC1/C(C)=C/c1ccccc1 (stereo unspecified),7%,-2%,3%,-1%,32µM*,9%,-1.9%,.,-1%,-1%,0.4%
COc1cc(OC)nc(NC(=O)COC(=O)C2CCCCC2)n1,-10%,4%,7%,-2%,1%,3%,-1.6%,?,-2%,-2%,-3.3%
O=C1Nc2cccnc2Sc2ccccc21,-10%,-4%,-3%,1%,6%,-1%,0.2%,i,-1%,-1%,-1.5%
COC(=O)[C@@]1(Cc2ccccc2)[C@H]2c3cc(C(=O)N(C)C)n(CCO)c3C[C@H]2CN1C(=O)c1ccccc1,-19%,-3%,.,-4%,-6%,19%,-0.8%,.,.,-2%,-0.4%
COC(=O)c1ccc(C2CC(=O)Nc3cc(OC)c(OC)cc32)cc1 (stereo unspecified),?,-4%,4%,-1%,?,-3%,-2.6%,i,0%,-1%,-0.7%
CC(C)(C)NC[C@H](O)COc1cccc2[nH]c(=O)[nH]c12,?,107%&3%,0%,2%&-1%,1%&0%,-1%&-8%,-4.3%&1.2%,i,3%&2%,-1%&1%,0.1%&2.6%
O=C1OCCC=C1[C@@H](O)CCc1ccccc1,.,.,.,-1%[11.5 µM],10%[11.5 µM],-4%[11.4 µM],0.9%[15.4 µM],.,2%[11.4 µM],1%[11.5 µM],-1.1%[15.4 µM]
Cc1c(N(C(=O)Nc2ccccc2)C2=NCC(C)S2)c(=O)n(-c2ccccc2)n1C (stereo unspecified),4%,-1%,9%,3%,6%,7%,0.7%,?,-10%,0%,-1.1%
Cn1c(SCC(=O)N(C2CCCCC2)C2CCCCC2)nnc1-c1cccs1,1%,10%,28%,-3%,-22%,25%,-1.0%,i,0%,1%,-3.4%
O=C(CSCc1ccccc1)Nc1ccc2c(c1)OCO2,?,-24%,18%,0%,-3%,13%,-0.7%,i,-22%,-2%,1.2%
COCCCn1nnnc1SCC(=O)Nc1nc(C)c(C)s1,10%,-1%,3%,1%,-6%,2%,0.2%,i,1%,-1%,-1.6%
O=C(CSc1nnc(C2COc3ccccc3O2)o1)N1CCOCC1 (stereo unspecified),3%,15%,-3%,0%,6%,5%,-0.2%,i,1%,1%,-4.1%
Cc1cc(C)c(NC2=CC(=O)CC(C)(C)C2)c(C#N)c1,-4%,2%,-4%,-1%,-10%,?,-1.4%,i,-1%,-1%,-1.1%
Cn1nnnc1SCC(=O)Nc1nc(-c2ccccc2)c(-c2ccccc2)o1,?,0%,4%,-1%,-25%,-10%,-0.6%,i,3%,-2%,-0.4%
CCOCC(=O)Nc1nc2ccc(C)cc2s1,-4%,-20%,-16%,1%,35%,11%,-3.9%,i,25µM*,-1%,0.8%
COCC(C)NC(=O)c1noc2c1CCc1cc(OC)ccc1-2 (stereo unspecified),17%,-2%,2%,-2%,14%,-3%,-0.9%,i,?,-2%,-3.9%
COC(=O)c1cc(OC)c(OC)c(OC)c1N,?,4%,-2%,-2%,-4%,11%,-0.7%,7.4e-08M*,1%,-5%,-2.4%
COC(=O)[C@@H]1C[C@H]1[C@@H](NC(=O)Oc1ccc(F)cc1)c1ccccc1,-21%,-4%,.,0%,10%,10µM*,-1.0%,.,.,0%,3.0%
COc1ccc(C(CNC(=O)c2ccc(-n3cnnn3)cc2)N2CCOCC2)cc1 (stereo unspecified),?,-5%,4%,-2%,-5%,5%,0.8%,i,0%,-2%,-3.2%
Cc1cc(C)c2c(N)c(C(=O)N3CCCCCC3)sc2n1,?,4%,4%,-8%,0%,-11%,-0.3%,2.2e-08M*,-5%,-5%,-2.5%
CCOc1ccc(-c2ncncc2-c2ccc(OC)cc2)c(O)c1,-7%,5%,0%,-1%,-9%,0%,0.1%,i,3%,0%,-1.5%
CCCn1nnnc1SCC(=O)NCc1cccs1,1%,-13%,-7%,-2%,0%,1%,-0.4%,i,-1%,0%,-6.2%
CC(=O)N(c1ccc2oc(=O)sc2c1)S(=O)(=O)c1ccccc1,2%,5%,48%[activator],3%,9%,-23%,-5.7%,i,-12%,0%,-4.3%
Cn1c(=O)n(CCc2ccccc2)c(=O)c2c1nc1n2CCN1Cc1ccco1,28%,1%,7%,-2%,-25%,2%,0.9%,i,0%,-1%,-2.2%
COc1ccccc1C1C(C(=O)c2cc3ccccc3o2)=C(O)C(=O)N1CCN(C)C (stereo unspecified),-13%,-10%,11%,-5%,-20%,3%,-0.1%,i,-1%,-4%,-3.9%
CC(=O)NCCNc1ncncc1-c1ccccc1C(F)(F)F,0%,-1%,-8%,-1%,5%,?,0.7%,i,0%[2.29 µM],-1%,-2.3%
O=C(c1cnccn1)N1CCC2(CC1)CCN(c1ccncc1)CC2,4%,-3%,9%,2%,2%,4%,-3.1%,i,1%[11.4 µM],0%,-2.2%
CCC1CCCCN1CCCNC(=O)Cn1nc(-c2ccc(C)cc2)ccc1=O (stereo unspecified),-3%,-7%,0%,1%,57%[activator],?,-0.1%,i,2%,-1%,-1.9%
CCN1CCN(C(=O)Nc2cccc(C(F)(F)F)c2)CC1,4%,-8%,-1%,1%,-15%,20%,-0.1%,i,-1%,0%,0.7%
COc1ccc(C(NC(=O)C(C)(C)C)NC(=O)C(C)(C)C)cc1,-4%,-1%,0%,-3%,-4%,-3%,1.4%,3.7e-08M*,0%,-3%,-1.3%
COc1cccc2cc(C(=O)NC3CC(C)(C)NC(C)(C)C3)c(=O)oc12,?,-24%,3%,-4%,-5%,-13%,0.0%,?,2%,-4%,-1.5%
CCCCC(c1nnnn1CS(=O)(=O)c1ccc(C)cc1)N1CCN(c2ccccc2)CC1 (stereo unspecified),?,-17%,1%,0%,14%,28%,-0.8%,i,3%,0%,0.7%
O=C(CN1CCN(c2ccc(F)cc2)CC1)N1CCC(Cc2ccccc2)CC1,-13%,-4%,2%,-5%,-24%,4%,0.5%,i,-1%,0%,-1.3%
OCC1O[C@@H](OC2C(O)C(CO)O[C@@]2(CO)O[C@@H]2OC(CO)C(O)C(O)C2O)C(O)C(O)C1O (stereo partly specified),.,.,-9%,1%,-6%,.,-0.5%,.,.,0%,-0.5%
Cc1noc(C)c1S(=O)(=O)N(CC(=O)N1CCCC1)c1ccc(C(C)C)cc1,-4%,-2%,.,3%,-19%,?,0.2%,.,-3%,-2%,-0.1%
Cc1cc(NC(=O)COC(=O)COc2ccc(C(=O)c3ccccc3)cc2)no1,-3%,2%,5%,-2%,18%,-7%,-0.1%,i,-1%,-4%,3.0%
CCOc1ccc(S(=O)(=O)Nc2ccccc2C(=O)NCC2CCCO2)cc1 (stereo unspecified),2%,12%,8%,0%,-1%,22%,-0.9%,.,0%,2%,-0.8%
CC(=O)c1oc2ccccc2c1NC(=O)COC(=O)c1ccc(-n2nc(C)cc2C)cc1,-12%,-22%,19%,0%,26%,16%,-2.0%,i,1%,-9%,-3.0%
c1cc(CNc2ccc3c(c2)OCO3)ccn1,-7%,?,14%,-7%,5%,6%,-1.0%,2.5e-08M*,-2%,-8%,-2.5%
